# MC4R antag cAMP: MC4R antagonists of cAMP signaling, primary screen, cell-based, TR-FRET, antagonist arm of biased-ligand search. Melanocortin receptor 4 (Homo sapiens), P32245. MC4R-expressing cells, MTII-stimulated cAMP, LANCE TR-FRET. inhibition, % at 6.5 µM. AID 540295, 2011. 0.48% of 360,000 active;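 active = inhibition above its plate's cutoff, the mean of tested wells on that plate plus 3 SD, cut at about 29% in these data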;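 note: 0% = Melanotan II alone and 100% = Melanotan II plus saturating MCL0020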
#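 Material – human MC4R-expressing U2OS cells · Repeats – no replicates · Detection – TR-FRET with Eu-cAMP and labeled anti-cAMP, 671 nm · Times – compound 30 min, challenge 1 h, detection 1 h · Compound – single nominal compound dose of 6.5 µM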
# TLR9-MyD88 block: inhibitors of TLR9-MyD88 association in cells, primary screen, cell-based, CHO, BLA complementation, fluorescence | CCF4 FRET ratio | inhibition, % at 4.98 µM | 0.21% of 340,000 active;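 active = inhibition above the mean over all tested compounds plus 3 SD, cut at about 21% in these data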;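 note: 0% = DMSO only wells and 100% = clavulanate BLA inhibitor control wells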
# ABHD5 PLIN5 PPI: ABHD5-PLIN5 interaction inhibitors, primary screen, cell lysate, split luciferase complementation, luminescence. Perilipin-5 (Homo sapiens) + 1-acylglycerol-3-phosphate O-acyltransferase ABHD5 (Homo …. Split G. princeps luciferase complementation, 4 h. inhibition, % at 4 µM. 0.78% of 360,000 active;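 active = inhibition above the mean inhibition across every tested compound plus 3 SD, cut at about 22% in these data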;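 note: 0% = DMSO only wells and the 100% control is not disclosed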
# NR2F2 inh: NR2F2 transcriptional activity inhibitors, primary screen, cell-based, luciferase reporter, HEK293T, luminescence; AID 686940, 2013; inhibition, % at 8.6 µM; HEK293T NGFI-A luciferase reporter; 0.7% of 370,000 active; COUP transcription factor 2 (Homo sapiens), P24468;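 active = inhibition above a per-plate cutoff, mean inhibition of test wells between control levels plus 3 SD, cut at about 38% in these data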;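 note: cells cotransfected with COUP-TFII expression vector driving the NGFI-A reporter; 0% = median of COUP-TF2 test wells and 100% = reporter-only cells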
# EBV LMP1 NFkB: EBV LMP1-driven NF-kappaB luciferase reporter inhibitors, primary screen, cell-based, luminescence, single point | 0.69% of 350,000 active | LMP1-induced NF-kappaB luciferase reporter cells | inhibition, % at 12.5 µM; in the data active = inhibition above about 41%;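 note: 0% = neutral control wells and 100% = reference inhibitor control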
# LRH-1 inv ag: LRH-1 (NR5A2) inverse agonists, primary screen, cell-based, luminescence, HEK293T, StAR-luciferase reporter. Nuclear receptor subfamily 5 group A member 2 (Homo sapiens), O00482. LRH-1 transfected, 24 h. inhibition, % at 3.6 µM. 0.13% of 360,000 active. AID 602396, 2012;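 active = inhibition above the mean inhibition of all tested compounds plus 3 SD, cut at about 73% in these data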;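 note: 0% = DMSO wells and 100% = reporter-only cells lacking LRH-1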
# NOD2 RIPK2 PPI: NOD2-RIPK2 binding disruptors in cells, primary screen, fluorescence, CHO cells, BLA complementation. inhibition, % at 4.98 µM. Receptor-interacting serine/threonine-protein kinase 2 (Homo sapiens), O43353. CCF4 ratio. 0.38% of 360,000 active. AID 624267, 2012; in the data active = inhibition above about 21%;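 note: 0% = vehicle only and 100% = reference blocker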
# NCOA2 inhibitor: inhibition of GAL4-SRC2 driven luciferase reporter, primary screen, SRC2 inhibitor project, cell-based, luminescence; Nuclear receptor coactivator 2 (Homo sapiens), Q15596; HEK293 GAL4-SRC2 luciferase reporter; inhibition, % at 9 µM; 0.17% of 370,000 active; AID 651957, 2012;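 active = inhibition above the mean inhibition of all tested compounds plus 3 SD, set per campaign, cut at about 52% in these data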;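 note: 0% = DMSO treated cells and 100% = cells given Gossypol at 36 µM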
# MC4R ag barr: MC4R agonists recruiting beta-arrestin, primary screen, cell-based, luminescence, agonist arm of biased-ligand search; 0.98% of 360,000 active; activation, % at 8.9 µM; AID 540308, 2011; U2OS MC4R beta-arrestin complementation; percent of melanotan II response, DMSO zero;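 active = activation above a per-plate cutoff, the mean activation of sample wells on that plate plus 3 SD, cut at about 8% in these data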
# SRC3 inh: SRC3 coactivator transcriptional activity inhibitors, primary screen, cell-based, luminescence; inhibition, % at 3.6 µM; Nuclear receptor coactivator 3 (Homo sapiens), Q9Y6Q9; 0.17% of 360,000 active; HEK293 GAL4-SRC3 luciferase reporter;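 active = inhibition above a per-campaign cutoff, the mean of all compounds plus 3 SD, cut at about 60% in these data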;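 note: 0% = DMSO-treated cells and 100% = gossypol-treated cells at 36 µM; higher means less SRC3-driven luciferase light from the GAL4 reporter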
# SRC1 inh: SRC1 coactivator transcriptional activity inhibitors, primary screen, cell-based, luminescence. inhibition, % at 3.6 µM. HEK293 GAL4-SRC1 luciferase reporter. Nuclear receptor coactivator 1 (Homo sapiens), Q15788. AID 588354, 2011. 0.12% of 360,000 active;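 active = inhibition above the campaign mean plus 3 SD, with each screening campaign given its own cutoff, cut at about 60% in these data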;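 note: 0% = DMSO treated cells and 100% = gossypol at 36 µM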
# The depositor's hits bear a star; nt = no result given. The list is partial; count on the stated rates, not on these rows.
no.	MC4R antag cAMP	TLR9-MyD88 block	ABHD5 PLIN5 PPI	NR2F2 inh	EBV LMP1 NFkB	LRH-1 inv ag	NOD2 RIPK2 PPI	NCOA2 inhibitor	MC4R ag barr	SRC3 inh	SRC1 inh	molecule
1	-3	-4	9	-14	-2	10	-8	-5	4.1	12	0	CS(=O)(=O)N1CCc2cc(S(=O)(=O)NCCNS(=O)(=O)c3ccc4c(c3)CCN4S(C)(=O)=O)ccc21
2	11	3	-3	-1	14	11	1	6	-3.5	5	-1	CC(C)(Oc1ccc(Cl)cc1)C(=O)NC1CCCCC1
3	4	3	4	19	0	-29	0	1	0.8	-2	2	CCNC(=S)Nc1ccc(NC(=O)c2ccccc2O)cc1
4	0	8	3	-49	-18	-90	-4	-42	-1.3	-70	-70	Cc1ccccc1Nc1nc(N)nc(CSc2nnnn2C)n1
5	3	-16	3	-4	-1	11	-16	0	-0.3	-15	-9	COc1ccc(NC(=O)CSc2nc3ccsc3c(=O)n2CCC(=O)O)cc1
6	2	-46	-7	0	9	-4	8	-15	-0.3	5	7	COc1ccc(-c2nn(CC(=O)NCCc3ccccc3)c(=S)n2C)cc1
7	2	-11	8	-10	-2	-3	1	-18	-0.5	-8	8	O=C(C1=C[C@H](c2coc3ccccc3c2=O)C[C@H](OCc2ccc(CO)cc2)O1)N1CCOCC1
8	15	7	8	-28	-19	-6	4	-3	10*	-1	-20	CCC(C(=O)Nc1nnc(-c2ccco2)s1)c1ccccc1 (stereo not given)
9	-4	2	5	3	-5	-22	-7	-15	-2.6	-12	5	Cc1cc2nnc(SC(C)C)n2c2ccccc12
10	nt	nt	-10	1	nt	-3	-15	3	nt	7	3	CCCCN1CC(N2CCN(C)CC2)CS1(=O)=O (stereo not given)
11	3	30*	2	-11	-8	-6	24*	-12	-2.1	-17	-7	Oc1ccc2ccc3cccc[n+]3c2c1
12	-3	5	1	-25	-43	-2	-9	-13	-2.5	-12	-36	COc1ccc2oc(C(=O)OCC(=O)Nc3ccc(C(=O)N(C)C)cc3)c(C)c2c1
13	3	1	3	-4	-23	-1	-1	-9	-0.8	12	3	C=CCNC(=O)c1cccc(OC2CCN(CC(C)(C)C)CC2)c1
14	5	-6	-2	-13	-12	-1	-4	22	-1.0	8	-8	CC(NC(=O)c1ccccc1Cl)c1nnc(SCC(=O)Nc2ccc(C(=O)O)cc2)n1C (stereo not given)
15	6	-10	-8	-15	-8	-14	-3	34	-0.9	-28	-31	CCS(=O)(=O)c1cc([N+](=O)[O-])c(Sc2ccccc2NC(C)=O)s1
16	-2	5	3	0	9	5	-9	-12	-3.0	13	4	O=C(Cn1cnc2scc(-c3ccc(Br)cc3)c2c1=O)N1CCOCC1
17	4	-11	-6	25	-11	-11	-3	-3	-0.9	8	-10	CC1Cc2ccccc2N1CC(=O)NC(=O)NC1CCCCC1 (stereo not given)
18	-16	-11	-31	-23	-12	-12	2	-31	-1.9	-21	-34	COc1ccc(CSC(=S)NNc2ccccc2)cc1
19	1	0	2	-3	4	6	-24	-8	1.2	1	1	O=C(COc1ccccc1)N1CCN=C1SCc1ccc(F)cc1
20	1	-7	3	16	7	-3	-13	-14	-1.3	4	-1	O=C(O)c1c(C(=O)O)c(-c2ccc(F)cc2)n2c1CCC2
21	29*	-6	4	16	2	7	2	12	2.8	6	2	COc1ccc(N2CCN(C(CNC(=O)C(=O)NCc3ccc4c(c3)OCO4)c3ccco3)CC2)cc1 (stereo not given)
22	16	8	1	-1	0	0	-2	-6	-0.5	5	-12	CC1(C)CC(=O)C=C(Nc2ccccn2)C1
23	-1	-14	6	16	-15	-13	-13	-19	0.6	5	-9	O=S(=O)(c1ccc(-n2cnnn2)cc1)N1CCC(N2CCCCC2)CC1
24	10	4	5	-2	-2	-2	6	-8	-1.8	-11	-13	CS(=O)(=O)Cc1ccc(C(=O)NNC(=O)c2cc(-c3ccccc3)n[nH]2)cc1
25	0	-5	4	-1	-4	-16	-7	-5	-0.2	14	9	O=C(Cc1cccc([N+](=O)[O-])c1)Nc1cccc(C(=O)N2CCCCC2)c1
26	7	7	4	-10	9	2	-5	1	-0.2	-6	-1	Cc1occc1C(=O)NNC(=O)C1CC1
27	13	2	0	12	17	7	7	-8	-1.6	2	4	COc1cccc(S(=O)(=O)Nc2ccc(C(=O)N3CCN(C(=O)c4ccco4)CC3)cc2)c1
28	-2	3	-1	9	-9	-15	-8	0	5.1	8	6	COc1ccc(CNC(=O)Nc2cccc3ccccc23)cc1
29	-6	3	4	-7	-6	9	-4	-8	0.8	-16	12	O=C(Nc1ccccc1Cl)c1ccc2ccccc2c1
30	12	-5	4	-1	0	-5	9	14	-1.5	18	-4	CCOC(=O)c1sc2nc(N3CCOCC3)c3c(c2c1N)CC(C(C)C)OC3 (stereo not given)

# A few values from the list.
# MC4R antag cAMP with CC(C)(Oc1ccc(Cl)cc1)C(=O)NC1CCCCC1 reads 11
# NOD2 RIPK2 PPI with Cc1occc1C(=O)NNC(=O)C1CC1 reads -5

# (cont.)
no.	MC4R antag cAMP	TLR9-MyD88 block	ABHD5 PLIN5 PPI	NR2F2 inh	EBV LMP1 NFkB	LRH-1 inv ag	NOD2 RIPK2 PPI	NCOA2 inhibitor	MC4R ag barr	SRC3 inh	SRC1 inh	molecule
31	4	-7	11	19	3	12	-4	6	-0.3	11	-23	CCOc1ccc(C(=S)N2CCOCC2)cc1
32	1	nt	-3	8	nt	16	-3	1	0.0	-1	7	CC(O)(c1cccc(F)c1)c1nc(-c2ccncc2)cs1 (stereo not given)
33	-23	-1	-3	-44	-28	-93	-4	-30	1.5	-85	-112	O=C(Nc1ccccn1)c1cc2cc([N+](=O)[O-])ccc2s1
34	-2	9	0	14	-2	6	-2	-35	-2.2	14	-2	O=C(CSc1nnc2ccccn12)NNC(=O)c1ccc(Cl)cc1
35	5	3	5	2	-1	-6	-9	2	-0.8	6	2	CCOC(=O)C1CCN(C(=O)C(CC)c2ccccc2)CC1 (stereo not given)
36	5	-9	1	-24	-4	-38	1	-21	-0.2	-20	-30	COc1ccc(NC(=O)Nc2ccc(F)cc2)cn1
37	14	-3	-9	5	-5	0	7	0	0.9	-11	-5	O=c1cc(O)c2c(=O)[nH]c(=O)n(-c3ccccc3)c2[nH]1
38	5	-6	0	15	0	-6	-9	-3	-0.6	-17	-14	Cc1ccc2c(c1)CCCN2C(=O)c1cc(C)on1
39	8	-1	1	5	-25	32	4	37	-4.3	4	-12	O=C(NCc1cccnc1)c1ccc(NC(=O)c2cccc([N+](=O)[O-])c2)cc1
40	5	-7	-3	-62	24	-134	0	-60	-2.9	-70	-77	Cc1ccc(NC(=O)c2ccccc2)s1
41	0	4	6	16	-1	8	-4	7	-0.3	-4	-6	COC(=O)NCC(c1cccnc1)N1CCN(c2ccccc2F)CC1 (stereo not given)
42	-2	7	-10	-13	1	11	1	-21	0.4	-19	-18	CCCn1c(NC(=O)c2ccccc2)nc2ccccc21
43	6	-4	-2	-9	-1	-19	-11	-16	0.7	5	-10	O=C1CS/C(=C/C(=O)c2ccccc2)N1
44	6	6	-2	7	-16	-1	6	1	-1.2	31	15	COC(=O)C(CC(C)C)NC(=O)c1ccc([N+](=O)[O-])cc1 (stereo not given)
45	-1	3	13	-5	7	15	-20	1	2.6	9	4	CCOc1ccc(C(=O)N2CCN(Cc3ccccc3)CC2)cc1OCC
46	11	0	12	-11	-4	4	3	-5	-0.1	8	3	N#C/C(=C\c1ccccc1[N+](=O)[O-])C(=O)NCc1ccccc1
47	nt	nt	-13	-24	nt	-167	-7	-78	nt	-89	-108	O=[N+]([O-])c1ccc(-c2cn(-c3ccc(Cl)cc3)cn2)cc1
48	-5	-7	1	-14	-7	19	-4	-3	-1.2	-14	-4	COc1cc(C(=O)NCCNC(=O)c2ccc(C)nc2)cc(OC)c1OC
49	0	9	-3	6	0	13	-3	35	1.1	-10	10	O=C(NCc1ccco1)/C(=C/c1cccc([N+](=O)[O-])c1)NC(=O)c1ccco1
50	5	0	1	14	-7	-14	-3	-23	-1.1	9	-26	CCCCOC(=O)C1=C(C)NC(=O)NC1c1ccc(OC)cc1 (stereo not given)
51	-11	-10	-22	10	-1	13	0	0	-2.6	16	-16	Cc1nnc(N/N=C/c2ccc(-c3ccc(Br)cc3)o2)n1N
52	4	4	1	-2	10	9	-6	-20	13*	-15	-1	O=C(Nc1ccc2c(c1)Cc1ccccc1-2)c1cc2ccccc2o1
53	-2	-10	-2	21	7	7	10	-23	-1.2	11	-5	CCOC(=O)CNC(=O)C(=O)c1c(O)[nH]c2ccccc12
54	4	-3	3	-4	2	14	-12	-36	2.7	6	-73	CCC(Oc1ccccc1)C(=O)NCc1ccc(S(N)(=O)=O)cc1 (stereo not given)
55	-4	-4	5	-8	5	4	-7	9	1.1	8	5	Cc1[nH]c2ccccc2c1C(=O)C(=O)NCCc1ccc(S(N)(=O)=O)cc1
56	-1	1	12	2	-6	12	0	28	0.7	-8	5	CN(C)CCCn1c(=O)n(C2CCCCC2)c(=O)c2c3c(sc21)CCCCC3
57	-2	4	4	-60	-21	-48	-2	-30	-0.2	-53	-126	CCOC(=O)Nc1ccc2c(C)cc(=O)oc2c1
58	6	0	-2	11	-20	1	4	-9	-0.7	-3	-21	CCCCn1c(-c2cccs2)nc2nc3ccccc3nc21
59	14	0	3	14	3	29	-12	-1	0.7	9	13	COC(=O)C1C/C(=N\NS(=O)(=O)c2ccc(C)cc2)c2ccccc2C1 (stereo not given)
60	3	5	1	-8	0	-8	-4	-6	-1.2	2	-1	CCc1nc2c(C#N)c(-c3ccc(Cl)cc3)ccn2n1
61	-2	-4	-4	0	5	5	4	15	-0.1	4	1	CCCC(=O)Nc1ccc(N2CCN(C(=O)c3cccs3)CC2)cc1
62	10	-7	8	-3	-61	-37	-6	-36	0.0	-10	-13	CCOc1ccc(NS(=O)(=O)c2ccc(C(=O)NCC3(N4CCCCC4)CCCCC3)cc2)cc1
63	4	9	-8	-9	5	-1	-1	5	-0.1	-13	1	O=C(NCC1CCCO1)c1cc(NS(=O)(=O)c2cccs2)cc(NS(=O)(=O)c2cccs2)c1 (stereo not given)

# From PubChem
